ER stress surv = ER stress cell death inhibition; CSM14.1 thapsigargin ER stress survival, ATP luminescence; relative survival (cellular ATP), % at 15 µg/mL (by protocol); hit rate 0.33% among 48,000;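 active = survival measured by cellular ATP above 50% at 15 µg/ml in the first screen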;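 also: cell death triggered by about 15 µM thapsigargin; ATP read 24 h after thapsigargin was added; plate controls were thapsigargin with DMSO for no effect and DMSO without thapsigargin for full effect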
Starred values were filed as active, the others as inactive. A portion of the library; rates above refer to the full screens.

SMILES | ER stress surv
Cc1ccnc(NS(=O)(=O)c2ccc(NC(=O)COc3ccc(Cl)cc3)cc2)n1 | -0.3
CCCCNC(=O)C(Sc1ccccc1)c1ccccc1 (configuration not stated) | -2.6
Cc1ccc(-c2nc3cc(Cl)ccc3o2)cc1NC(=O)/C=C/c1cccc([N+](=O)[O-])c1 | 2.4
O=C1C(Nc2ccccc2)=CC(c2ccccc2[N+](=O)[O-])N1c1ccccc1 (configuration not stated) | 7.2
Cc1ccc(OCCNc2cc(Cl)ccc2[N+](=O)[O-])cc1C | 5.3
CCSc1nnc(NC(=O)c2c(-c3c(Cl)cccc3Cl)noc2C)s1 | 4.2
O=C(O)C1C2C=CC(C3CC23)C1C(=O)Nc1ccc(F)cc1 (configuration not stated) | 5.5
Cc1ccc(C)c(S(=O)(=O)Nc2ccc(O)c3ccccc23)c1 | -26.6
COc1cc(NC(=O)c2ccc(C)c([N+](=O)[O-])c2)cc(OC)c1 | -6.6
Cc1ccc(S(=O)(=O)NC(Cc2ccccc2)C(=O)Nc2nc3ccc(C)cc3s2)cc1 (configuration not stated) | 13.2
COc1ccc(NC(=O)c2nn3c(c2Br)NC(c2cccs2)CC3C(F)(F)F)cc1OC (configuration not stated) | -2.5
Cc1onc(-c2ccccc2)c1C(=O)Nc1sc(C)c(C)c1C(N)=O | 4.6
O=C(O)CCCCCN1C(=O)/C(=C2/C(=O)N(CC(=O)O)c3ccccc32)SC1=S | -0.1
O=C(/C=C/c1ccccc1)NC(=S)Nc1ccc(NC(=O)c2cccc(Cl)c2)cc1 | 0.4
O=C(O)c1c(NS(=O)(=O)c2ccccc2)sc2c1CCCC2 | 9.2
O=C(N/N=C/c1cc(Br)ccc1O)c1cc(-c2ccc3ccccc3c2)n[nH]1 | -3.3
N#Cc1c(-c2cccc(Br)c2)cc(C2CC2)nc1N | 3.7
COc1cc(C(N)=O)cc(OC)c1OC | -3.1
COc1ccc(C2CC(=O)C3=C(C2)Nc2ccccc2NC3c2cc(OC)c(OC)cc2OC)cc1 (configuration not stated) | 8.0
CCN1C(=O)/C(=C\c2ccc(OC(C)=O)cc2)SC1=S | -3.6

Part of the list above in order of formula weight, low to high.
SMILES | ER stress surv
COc1cc(C(N)=O)cc(OC)c1OC | -3.1
N#Cc1c(-c2cccc(Br)c2)cc(C2CC2)nc1N | 3.7
O=C(O)c1c(NS(=O)(=O)c2ccccc2)sc2c1CCCC2 | 9.2
COc1ccc(NC(=O)c2nn3c(c2Br)NC(c2cccs2)CC3C(F)(F)F)cc1OC (configuration not stated) | -2.5

Following part.
SMILES | ER stress surv
COc1ccc(C2C(C(C)=O)=C(O)C(=O)N2CCN(C)C)c(OC)c1 (configuration not stated) | -5.6
Cc1cc(C)n(S(=O)(=O)c2ccccc2[N+](=O)[O-])n1 | -1.8
C=C1c2ccc(C)cc2NC(=O)N1c1ccc(Cl)cc1 | -0.8
Cc1n[nH]c(C)c1CCCOc1ccc(Cl)cc1 | -14.7
Cn1c(=O)c([N+](=O)[O-])c(NCC2CCCO2)c2ccccc21 (configuration not stated) | 12.7
C=C(C)c1cccc(C(C)(C)NC(=O)NC2CCCC2)c1 | 2.2
COc1ccc(OCC(=O)n2nc(C)cc2C)cc1 | 9.9
Cc1ccccc1C(=O)NCc1ccco1 | 2.3
CNc1nc(NC)nc(-n2c(C(F)(F)F)nc3ccccc32)n1 | 1.8
CC1(C)CCC[C@@]2(C)C1CC[C@]1(C)OC(=O)C[C@H]21 (some centres not stated) | 1.6

Six entries picked at random from the list so far:
SMILES | ER stress surv
O=C(O)C1C2C=CC(C3CC23)C1C(=O)Nc1ccc(F)cc1 (configuration not stated) | 5.5
C=C1c2ccc(C)cc2NC(=O)N1c1ccc(Cl)cc1 | -0.8
Cc1n[nH]c(C)c1CCCOc1ccc(Cl)cc1 | -14.7
COc1ccc(C2C(C(C)=O)=C(O)C(=O)N2CCN(C)C)c(OC)c1 (configuration not stated) | -5.6
O=C(N/N=C/c1cc(Br)ccc1O)c1cc(-c2ccc3ccccc3c2)n[nH]1 | -3.3
N#Cc1c(-c2cccc(Br)c2)cc(C2CC2)nc1N | 3.7

(list continues)
SMILES | ER stress surv
Cc1cc(C(=O)N2CCN(C)CC2)ccc1[N+](=O)[O-] | 6.1
O=C1S/C(=C\c2ccc(Br)o2)C(=O)N1c1ccc(Cl)c(Cl)c1 | 0.4
O=C(O)C1C2CCC(C2)C1C(=O)Nc1nc2c(s1)CCCC2 (configuration not stated) | 5.8
Cc1cccc(C(=O)N(C(=O)c2cccc(C)c2)c2ncccn2)c1 | 0.7
COc1ccccc1C(=O)NNC1=CC(=O)CC(C)(C)C1 | -1.7
CCOC(=O)/C(C#N)=C1\C(Cl)=C(Cl)c2ccccc21 | -5.2
COc1ccc(C(=O)Nc2ccc3nn(-c4ccc(F)cc4)nc3c2)cc1 | -3.2
CCOc1cc(C(=O)Nc2ccc(C(=O)OC)cc2)cc(OCC)c1OCC | 1.5
CCc1c(C)nc2cc(-c3cccc(F)c3)[nH]n2c1=O | 1.1
CCOC(=O)C1=C(C)N=c2s/c(=C\c3ccc(N(C)C)cc3)c(=O)n2C1/C=C/c1ccccc1 (configuration not stated) | 19.6
COc1ccc(NC(=O)C2CC3CCC2C3)cc1OC (configuration not stated) | 5.1
CCCOc1ccc(/C=N/N2CCN(Cc3ccc(C)cc3)CC2)cc1 | -2.6
CC(=O)c1cccc(NC(=O)Nc2ccccc2C)c1 | 5.9
CC(C)CC(=O)N1c2ccccc2NC2=C(C(=O)CC(C)(C)C2)C1c1cccs1 (configuration not stated) | 13.9
COc1ccc(CNC(=O)CSCc2cccc(Br)c2)cc1 | 4.2
CCOC(=O)c1c(NC(=O)CSc2ncnc3sc4c(c23)CCCC4)sc2c1CCCC2 | 7.8
CCOC(=O)C1=C(O)/C(=C\c2ccc(Cl)cc2Cl)N=C1C | -2.8
CCNC(=S)Nc1ccccc1Cl | 6.4
Cc1cccc(N2C(=O)NC(=O)/C(=C/c3ccc(Br)o3)C2=O)c1 | -0.2
Cc1ccc(OCCn2c(=S)[nH]c3ccccc32)cc1 | 8.3
COc1ccc(N=C2NC(=O)/C(=C/c3ccc(I)o3)S2)cc1 | -3.5
Cc1cccc(N2CCN(S(=O)(=O)c3ccccc3)CC2)c1 | -5.1
COc1cccc(C(=O)Nc2ccccc2CO)c1 | 1.7
Cc1cccc(S(=O)(=O)N2CCSC2c2cccc(Cl)c2)c1 (configuration not stated) | 5.5
C=CCOc1ccc(/C=C2\SC(=Nc3ccccc3)NC2=O)cc1OC | 2.7
C1CCC(N2CCC(N3CCCCC3)CC2)CC1 | -10.6
O=C(Cn1c(NCCO)nc2ccccc21)c1ccc(Cl)c(Cl)c1 | -8.1
CCC(Oc1ccccc1)C(=O)Nc1ccc(C)c([N+](=O)[O-])c1 (configuration not stated) | 2.1
CCOc1cccc(/C=N/NC(=O)c2cc(-c3cccc4ccccc34)n[nH]2)c1O | 4.8
O=C(c1ccco1)N1CCN(Cc2ccc(Cl)cc2)CC1 | -3.3
CCOCCOC(=O)c1cccc(NC(=O)c2ccc(-c3ccccc3)cc2)c1 | -2.8
Cc1nc2n(CC(=O)N3CCCC3)c3ccccc3n2n1 | 6.2
COC(=O)C1=C(C)NC(=O)NC1c1ccc(OCCO)c(OC)c1 (configuration not stated) | 2.3
COc1ccc2c(c1OC)C(=O)OC2Nc1ccc(F)c(Cl)c1 (configuration not stated) | 9.4
CN1C(=O)/C(=C2\SC(=S)N(c3cccc(Cl)c3)C2=O)c2ccccc21 | 16.0
N/C(=N\N=C/c1ccc(Br)cc1)N/N=C\c1ccc(Br)cc1 | -18.5
CSc1ccc(S(=O)(=O)N(CC(=O)Nc2cc(C)ccc2C)c2ccc(C)cc2)cc1 | -4.4
COc1ccccc1N1CCN(/N=C/c2ccccc2C(=O)O)CC1 | 10.8
COc1ccc(/C=C/C(=O)NC(=S)Nc2ccccc2Cl)cc1OC | -1.1
Cc1ccc(S(=O)(=O)N/N=C/c2cccc(OS(=O)(=O)c3cccc([N+](=O)[O-])c3)c2)cc1 | 12.2
Cc1[nH]c2ccccc2c1/C=N/NC(=O)c1ccc(O)cc1O | -10.9
O=C(O)CCN1C(=O)/C(=C/c2ccc(Cl)c([N+](=O)[O-])c2)SC1=S | 3.5
Cc1cc(OCC(=O)NCc2ccncc2)ccc1Br | 5.7
Cc1ccc(-c2cc(N)n(Cc3ccc(Cl)cc3)n2)cc1 | 9.8
O=C(Nc1ccccc1Oc1ccccc1)c1cc2cc(Cl)cc(Cl)c2oc1=O | 13.6
COc1ccc(C2=CSC3=NCCN23)cc1F | -4.4
O=C(CCCOc1ccc(Cl)cc1Cl)n1cnc2ccccc21 | -4.2
Cc1ccc(OCC(=O)NCCCN(C)C)c(Br)c1 | -3.7
Cc1ccc(-c2nnc(NC(=O)c3ccco3)s2)cc1 | 0.4
Cc1c(C(=O)N(Cc2ccccc2)c2ccccn2)cccc1[N+](=O)[O-] | -0.9

Going on with the list.
SMILES | ER stress surv
CC(=O)C1=C(O)C(=O)N(CCN2CCNCC2)C1c1ccc(Cl)cc1 (configuration not stated) | -2.5
CC(C)Cn1c(CCN2C(=O)c3ccccc3C2=O)nc2ccccc2c1=O | -3.5
CCC(=Nc1ccccc1OC)C1=C(O)CC(C)(C)CC1=O | 2.2
O=C(CSc1nc2sc3c(c2c(=O)[nH]1)CCCC3)N1CCOCC1 | 6.2
COC(=O)CN1C(=O)/C(=C\C=C\c2ccccc2)SC1=S | -5.2
CCOc1ccc(C(=O)Nc2cccc3nsnc23)cc1Cl | 6.3
O=C1C(=O)N(c2nc3ccccc3s2)C(c2cccc(F)c2)/C1=C(/O)c1ccccc1 (configuration not stated) | 15.4
CC1=C(C(=O)OCc2ccccc2)C(c2ccc(C)s2)C2=C(CCCC2=O)N1 (configuration not stated) | 6.9
NC(=O)/C(=C\c1ccc2c(c1)OCO2)NC(=O)c1ccco1 | 4.1
CCOC(=O)C1=C(C)N=C2SCC(=O)N2C1c1cc(OC)ccc1OC (configuration not stated) | -3.8

The listing continues:
| canonical_smiles | ER stress surv |
| --- | --- |
| Cc1ccc2c(Cl)c(C(=O)Nc3ncccc3Cl)sc2c1 | 11.4 |
| COc1ccc(CCN(C(=S)Nc2ccccc2)C2CC(=O)N(c3ccccc3)C2=O)cc1 (configuration not stated) | 4.1 |
| CC1=NN(c2ccccc2)C(=O)/C1=C\c1ccc(O)cc1 | 9.8 |
| Cc1ccc(-c2nc3n(n2)C(=O)CCS3)cc1 | -2.7 |
| Cc1cccc(N2C(=O)/C(=C/c3ccc(Cl)cc3)SC2=S)c1C | 5.4 |
| COc1ccccc1-c1cc(-c2ccccc2)nc(SC(C(N)=O)c2ccccc2)c1C#N (configuration not stated) | 6.0 |
| CN1CCN(C(=O)/C(=C/c2cccc3ccccc23)NC(=O)c2ccccc2)CC1 | -1.0 |
| COc1cc(/C=C(\C#N)c2nc3ccc(C)cc3[nH]2)cc(OC)c1OC(C)=O | -3.5 |
| O=C(O)/C(=C/C(=O)c1ccccc1)N=Nc1c(O)[nH]c2ccccc12 | 2.0 |
| Cc1nnc(C)n1/N=C/c1ccc(Br)cc1 | 2.0 |
| O=C(O)CCC(=O)Nc1sc2c(c1C(=O)Nc1ccc(Cl)cc1)CCCCC2 | -2.4 |
| Cc1cc2ncn(/N=C\c3ccccc3)c2cc1C | 4.8 |
| O=S(=O)(c1ccc(Cl)cc1)N1CCN(C2CC3CCC2C3)CC1 (configuration not stated) | 19.3 |
| CC(C)(C)C1CCc2c(sc(NC(=O)C3CC3c3ccccc3)c2C(N)=O)C1 (configuration not stated) | 13.8 |
| Cc1ccc(S(=O)(=O)N(C)C)c(C)c1N1CCc2cnn(S(=O)(=O)c3ccc(Cl)cc3)c21 | 5.3 |
| NNC(=O)Cn1nc(-c2ccccc2)c2ccccc2c1=O | -4.0 |
| Cc1cc(=O)[nH]c2cc(-c3ccccc3)nn12 | -1.9 |
| Cc1ccc(NC(=O)/C=C/c2ccc(Cl)cc2)c([N+](=O)[O-])c1 | 2.5 |
| Cc1ccc(OCCn2c(SCc3nc4ccccc4[nH]3)nc3ccccc32)cc1 | 8.4 |
| COC(=O)C1=C(C)N(c2ccccc2)C(=S)NC1c1ccc(OC)cc1 (configuration not stated) | 13.0 |
| CCOC(=O)c1c(/N=C/c2c(O)c([N+](=O)[O-])cc3oc4c(c23)CCCC4)sc(C)c1C | 7.9 |
| O=C1NN(c2ccccc2)C(=O)/C1=C/c1ccc(-c2cccc([N+](=O)[O-])c2)o1 | -3.5 |
| Cc1cc(Cl)cc(C)c1OCCCCCCn1ccnc1 | 54.7* |
| COC(=O)C1=C(C)NC(=S)NC1c1ccc(OCC(=O)N2CCOCC2)c(OC)c1 (configuration not stated) | 6.6 |
| CC(=O)Nc1ccc(S(=O)(=O)Nc2cc(C)cc(C)c2)cc1 | 3.1 |
| O=c1c2c([nH]c3ccccc13)CCCCC2 | 11.2 |
| CCOc1ccc(NC(=O)c2c(NC(C)=O)sc3c2CCCC3)cc1 | 0.9 |
| Cc1cc(C)n(-c2cc(NCCO)nc(-c3ccc(Br)cc3)n2)n1 | 13.7 |
| O=c1c(Oc2ccccc2Br)c(C(F)(F)F)oc2c(CN3CCCC3)c(O)ccc12 | -3.2 |
| Cc1ccc(S(=O)(=O)NCCOc2ccc(Cl)cc2)cc1[N+](=O)[O-] | 4.8 |
| Cc1ccc(CSCCNC(=O)CN(c2ccc(C)cc2)S(=O)(=O)c2ccc(F)cc2)cc1 | 13.6 |
| O=C(N/N=C/c1c(Cl)cccc1Cl)c1cc(-c2cccc([N+](=O)[O-])c2)n[nH]1 | -0.1 |
| COc1cc(C=C2C(=O)NC(=O)NC2=O)ccc1OC(C)C | 0.2 |
| O=C(O)CCCC(=O)Nc1nc(-c2ccc(F)cc2)cs1 | 0.0 |
| O=C(c1ccccc1)C1(C(=O)c2ccccc2)CCCC1 | 2.5 |
| COc1ccc(C2=C/C(=C/c3ccc(Cl)cc3)C(=O)O2)cc1 | 11.4 |
| Cc1ccc(O)c(NC(=O)c2ccc(-c3ccccc3)cc2)c1 | -1.6 |
| COc1cccc(OCCOc2cccc(/C=C3/SC(=S)N(c4ccccc4)C3=O)c2)c1 | 16.9 |
| O=C1C(=O)N(c2nccs2)C(c2cccc(Br)c2)/C1=C(\O)c1ccc(F)cc1 (configuration not stated) | 1.1 |
| CCc1nn2c(C(F)(F)F)cc(=O)[nH]c2c1C | 0.9 |
| CC(=O)Nc1ccc(S(=O)(=O)Nc2cccc(C)c2C)cc1 | 3.6 |
| O=C(NCCO)/C(=C/c1cccc([N+](=O)[O-])c1)NC(=O)c1cccs1 | 1.7 |
